MazEF act – increases E. coli MazEF RNase cleavage of RNA; FAM/BHQ RNA-DNA oligo cleavage fluorescence, 5 h; activation, % at 20 µM; P0AE70; 0.32% of 350,000 active; in the data active = activation above about 50%
Target sequence (P0AE70 whole entry, looked up): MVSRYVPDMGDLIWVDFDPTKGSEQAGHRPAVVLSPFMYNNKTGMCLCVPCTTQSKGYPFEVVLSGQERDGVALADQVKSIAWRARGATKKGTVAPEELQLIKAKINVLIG
PrPC surface inh – cell surface PrPC inhibition, primary TR-FRET screen. 0.43% of 370,000 active. TR-FRET read-out. inhibition, % at 13.8 µM. P04156; in the data active = inhibition above about 24%; note: 0% = median of the test wells and 100% = reference compound wells
PriA SSB inh – blocks PriA binding to SSB C-terminal tail; AID 1272365; inhibition, % at 33 µM; AlphaScreen SSBct-PriA binding, biotinylated peptide; 0.6% of 430,000 active; in the data active = inhibition mostly above about 37%, no sharp cut-off; inactive = mostly below about 20%;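 note: plate controls were negative control peptide for no effect and reference peptide for full effect; strong numbers were not always called active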
Rv3671c protease – inhibitors of M. tuberculosis serine protease Rv3671c. P9WHR9. inhibition, % at 5.96 µM. 0.048% of 320,000 active. AID 2606; in the data active = inhibition above about 38%;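 note: extracellular domain of Rv3671c used as enzyme; 0% = enzyme with DMSO and 100% = no enzyme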
Target sequence (P9WHR9 whole entry, looked up, the tested form may be a part): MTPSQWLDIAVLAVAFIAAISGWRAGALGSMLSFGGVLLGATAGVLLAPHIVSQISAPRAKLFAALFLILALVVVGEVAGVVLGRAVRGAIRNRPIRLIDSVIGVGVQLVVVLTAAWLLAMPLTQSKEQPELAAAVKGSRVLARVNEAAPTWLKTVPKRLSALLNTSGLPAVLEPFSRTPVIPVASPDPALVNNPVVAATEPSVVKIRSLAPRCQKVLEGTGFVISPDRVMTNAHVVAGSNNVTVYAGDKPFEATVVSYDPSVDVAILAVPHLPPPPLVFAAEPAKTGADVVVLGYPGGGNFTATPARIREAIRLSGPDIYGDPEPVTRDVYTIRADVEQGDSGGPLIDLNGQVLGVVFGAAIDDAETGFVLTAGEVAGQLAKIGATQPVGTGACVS
CCHFV vOTU inh – CCHFV vOTU protease inhibition; 0.55% of 370,000 active; inhibition, % at 11.5 µM; Pep-AMC fluorescence; in the data active = inhibition above about 30%; note: 0% = vehicle wells with enzyme and 100% = no enzyme wells
TcdB GH inh – TcdB glycohydrolase inhibition; 0.24% of 350,000 active; AID 652162; inhibition, % at 9.99 µM; TcdB glycohydrolase enzymatic assay, plate reader; in the data active = inhibition above about 10%
DUSP3 inh – inhibitors of human VHR1 phosphatase (DUSP3). P51452. recombinant VHR phosphatase, pNPP absorbance. inhibition, % at 13.3 µM. 0.52% of 290,000 active. AID 1654; in the data active = inhibition above about 50%; note: some compounds called inactive have numbers as strong as hits
Target sequence (P51452 whole entry, looked up): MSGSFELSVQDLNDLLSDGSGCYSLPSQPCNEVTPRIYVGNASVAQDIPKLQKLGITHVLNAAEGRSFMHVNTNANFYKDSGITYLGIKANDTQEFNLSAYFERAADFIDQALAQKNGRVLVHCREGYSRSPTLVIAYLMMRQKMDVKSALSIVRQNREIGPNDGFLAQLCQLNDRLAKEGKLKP
Yp Topo-I inh – Y. pestis Topo-I inhibition via cleavage products. Y. pestis Topo-I cleavage product accumulation, plate reader. activity, % at 10 µM. 0.064% of 360,000 active; in the data active = activity above about 50%, passing the limit was not always enough; note: inactives centre near 2
3CLpro inhibitor – SARS-CoV 3CLpro protease inhibition; P0C6X7; recombinant SARS-CoV 3CLpro, quenched FRET peptide cleavage; inhibition, % at 6 µM; 0.14% of 290,000 active; in the data active = inhibition above about 12%
BH1578 lux ind – inducers of Vibrio cholerae quorum light production without autoinducers. AID 588436. activation, % at 18.7 µM. 0.16% of 350,000 active. V. cholerae BH1578 lux reporter, luminescence, 6 h; in the data active = activation mostly above about 9.7%, no sharp cut-off; note: not every result past the cut was called active; inactives centre near 0; reference of the scale not given here
The depositor's hits bear a star; i = inactive; . = not tested or not shown; & = joins results of further samples.

SMILES	MazEF act	PrPC surface inh	PriA SSB inh	Rv3671c protease	CCHFV vOTU inh	TcdB GH inh	DUSP3 inh	Yp Topo-I inh	3CLpro inhibitor	BH1578 lux ind
CCN1CCN(CCCOc2ccc(-c3ccccc3)cc2)CC1	-2	-7	3	-6	-22	.	21	.	1	.
Nc1cc(N)nc(SCC(=O)Nc2cc(S(=O)(=O)N3CCOCC3)ccc2Cl)n1	-8	0	-9	6	-2	1.3	12	5	2	4.3
C=CCC[C@@H](Cc1ccc(F)cc1)C(=O)OC[C@H]1CCCN1C(=O)[C@@H](CC=C)CC(=O)N[C@H](CO)Cc1ccccc1	1	-10	-2	1	17	0.3	.	18	.	i
O=C1C=C(N2CCOCC2)CO1	6	-5	0	10	4	0.5	.	1	.	0.8
Cc1ccc(C)c2sc(NC(=O)C3CC3)nc12	9	10	-12&-4&-8	-1	14	2.1	10	-1	-5	-0.3
CC1(C(=O)O)CCC(C(=O)NC2CCCCC2)C1(C)C (configuration not stated)	8	4	-2	-2	2	0.2	20	8	-1	i
CCCOc1ccc(-c2c(C(=O)N/N=C(\C)COc3ccccc3)nnn2-c2nonc2N)cc1	14	4	.	-21	11	1.1	0	0	-3	0.9
CC(C)c1ccc(CC(=O)N2CCC2(C)C(=O)Nc2ccc3c(c2)OCCO3)cc1 (configuration not stated)	.	-4	.	.	12	-0.3	.	17	.	i
COc1ccc(CNS(=O)(=O)c2ccc(-c3cnc(C4CC4)o3)cc2)cc1	-5	-3	-11	1	5	1.1	2	19	6	-0.6
CC(OC(=O)C1CCCC1)C(=O)Nc1ccc(C(N)=O)cc1 (configuration not stated)	0	-5	-6	6	-4	0.2	.	-4	.	-1.8
O=C(NCc1ccncc1)/C(=C\c1ccc(F)cc1)NC(=O)c1ccccc1	9	-13	2	3	0	0.5	-7	5	5	5.6
Nc1nc(-c2ccc(Cl)cc2)nn1C(=O)c1ccco1	-19	-2	-2	13	-10	1.8	7	3	7	i
CCc1nc2c(OCc3cccc(Cl)c3)cccn2c1N(C)C(C)=O	.	5	.	.	-5	0.7	.	2	.	-0.1
Cc1csc(CNc2ncnc3ccc(-c4ccoc4)cc23)c1	11	0	13	-4	22	0.3	.	-17	.	i
COc1cc(/C=N/Nc2ccc(F)cc2F)cc(OC)c1O	7	1	.	-14	-1	.	2	-8	6	-6.0
COc1ccc(NC(=O)C23CC4CC(C2)CC(n2cnc(Br)n2)(C4)C3)cc1Cl	-3	3	-7	3	4	.	2	2	0	-0.9
CCN1C(=O)[C@@H]2Cc3c([nH]c4ccccc34)C(c3ccc(OC)cc3)N2C1=S (some centres not stated)	-72	.	4	-21	.	1.4	16	2	-4	-0.1
C=CCn1c(=O)[nH]c2cc(C(=O)N3CCN(c4ccc(C(C)=O)cc4)CC3)ccc2c1=O	2	3	-11	-4	1	.	22	3	6	i
Cc1noc(NS(=O)(=O)c2ccc(NC(=O)c3ccc(N(C)C)cc3)cc2)c1C	-3	3	-8	2	21	1.6	.	7	.	-0.6
COc1cc(C(=O)NCC(=O)NCCCSc2ccccc2)cc(OC)c1OC	2	8	-9	0	-6	-0.3	.	8	.	-2.1
Cc1ccc(S(=O)(=O)N2CCOCC2)cc1NC(=O)c1cc(-c2ccccn2)nc2ccccc12	8	-8	3	-2	12	0.7	13	10	0	-0.5
Cc1ccc(Nc2nc(N/N=C\c3ccc4c(c3)OCO4)nc(N3CCOCC3)n2)cc1	3	-9	.	8	7	4.8	20	3	-1	-0.5
COC(=O)CSc1snnc1-c1ccc(F)cc1	5	-5	-37	-1	12	.	28	5	3	i
CC(=O)N1CCc2cc(NC(=O)C3(C)CCN3CCc3ccccc3)ccc21 (configuration not stated)	.	-8	.	.	2	1.6	.	20	.	i
C[C@H]1CN([C@@H](C)CO)C(=O)c2cc(/C=C/c3ccccc3)cnc2O[C@H]1CN(C)C(=O)c1cccc(F)c1	7	-7	.	.	-27	0.9&1.0	.	5	.	-1.1

Part of the list above in order of heavy-atom count, high to low.
SMILES	MazEF act	PrPC surface inh	PriA SSB inh	Rv3671c protease	CCHFV vOTU inh	TcdB GH inh	DUSP3 inh	Yp Topo-I inh	3CLpro inhibitor	BH1578 lux ind
Cc1ccc(Nc2nc(N/N=C\c3ccc4c(c3)OCO4)nc(N3CCOCC3)n2)cc1	3	-9	.	8	7	4.8	20	3	-1	-0.5
CC(C)c1ccc(CC(=O)N2CCC2(C)C(=O)Nc2ccc3c(c2)OCCO3)cc1 (configuration not stated)	.	-4	.	.	12	-0.3	.	17	.	i
CCc1nc2c(OCc3cccc(Cl)c3)cccn2c1N(C)C(C)=O	.	5	.	.	-5	0.7	.	2	.	-0.1
CC1(C(=O)O)CCC(C(=O)NC2CCCCC2)C1(C)C (configuration not stated)	8	4	-2	-2	2	0.2	20	8	-1	i
O=C1C=C(N2CCOCC2)CO1	6	-5	0	10	4	0.5	.	1	.	0.8

The list continues.
SMILES	MazEF act	PrPC surface inh	PriA SSB inh	Rv3671c protease	CCHFV vOTU inh	TcdB GH inh	DUSP3 inh	Yp Topo-I inh	3CLpro inhibitor	BH1578 lux ind
CCc1ccccc1NC(=O)c1cc(-c2cccs2)on1	11	6	-8	5	10	-0.4	36	3	8	-0.5
CCOC(=O)N1CCc2c(sc3c2c(=O)n(Cc2ccccc2)c(=O)n3Cc2cccc(C)c2)C1	-7	2	-2	-8	4	1.9	-7	35	1	-0.2
C[C@H](CO)N1C[C@H](C)[C@@H](CN(C)Cc2cccnc2)Oc2cc(-c3cccnc3)ccc2S1(=O)=O	9	-7	.	.	0	2.3&-0.1	.	4	.	-2.4
COc1ccc(-c2nn(CCC#N)cc2C(=O)Nc2ccccc2Br)cc1	-1	-3	1	1	-1	-0.6	26	-1	1	0.8
CC(=O)c1cc(C)ccc1OC(=O)c1cccnc1	-1	-3	-14	-3	8	.	4	3	-5	4.5
CC(C)n1c(C(F)(F)F)nc2cc(C(=O)N3CCC(O)CC3)ccc21	-14	-9	-17	9	5	1.1	16	-3	2	i
CCCn1c(C(O)c2ccc(OC)c(OC)c2)nc2ccccc21 (configuration not stated)	6	0	-11	-4	-2	-0.6	64	1	-5	i
COCCn1c(=S)[nH]c2cc(C(=O)N3CCN(Cc4ccc5c(c4)OCO5)CC3)ccc2c1=O	-4	2	6	-8	2	.	-2	3	1	0.2
COC(=O)/C(C#N)=C/c1occc1C	4	0	-7	9	12	.	4	3	-5	i
O=C(Cn1nc(C(F)(F)F)c2c1CCC2)NCc1ccc(Cl)cc1	2	2	-7	6	3	.	39	-2	-2	.
CCCCNC(=O)COc1ccccc1C(=O)c1cc(C#N)c(=O)n(CCOC)c1	3	1	-12	-10	4	1.0	6	0	9	-0.3
Cc1nn(C)c(C)c1CN(C(=O)C1CCC(=O)N(C2CCCCCC2)C1)C(C)C (configuration not stated)	-1	0	7	-4	8	2.0	10	-8	1	-0.3
CC(=O)NCCn1c(SCc2cccc([N+](=O)[O-])c2)nc2ccccc2c1=O	-1	1	13	2	11	8.6	8	26	3	i
C[C@H](CO)N1C[C@H](C)[C@@H](CN(C)S(=O)(=O)c2ccc(F)cc2)OCc2cnnn2CCCC1=O	4	-9	.	.	6	0.9&-0.7	.	0	.	i
O=C(NCCNCc1ccc(F)cc1)c1ccco1	6	-12	-9	0	-6	.	6	6	0	-0.3
CC(=O)c1ccc(COC(=O)Cc2ccc([N+](=O)[O-])cc2)cc1	-8	-1	-11	-3	-9	1.2	6	17	0	-0.3
Cn1c(=O)oc2cc(S(=O)(=O)N3CCCC(C(=O)NCCN4CCOCC4)C3)ccc21 (configuration not stated)	-3	-2	1	3	4	0.4	38	-6	-2	-0.2
Cc1ccc2nc(C)cc(Nc3ccc([N+](=O)[O-])cc3)c2c1	-16	-5	5	-25	1	2.5	2	-11	-4	-0.9
O=C(CSCc1ccccc1)Nc1ccccc1	3	5	-4	-18	-16	0.4	.	-1	-2	i
c1cncc(-c2nc(NCc3cccs3)c3ccccc3n2)c1	13	-6	7	-9	8	-0.3	22	6	-2	-0.2
O=C(O)/C(CC(=O)c1ccc(Cl)cc1)=N/Nc1ccc([N+](=O)[O-])cc1[N+](=O)[O-]	-7	-16	.	-3	26	0.1	.	-6	2	i
O=C(COC(=O)c1ccc(NS(=O)(=O)c2cccs2)cc1)NCC1CCCO1 (configuration not stated)	3	1	-12	-7	-11	1.1	3	-5	-2	i
COc1ccccc1NC(=O)Nc1cc(F)ccc1F	-5	11	-7	-4	-6	0.2	13	-3	3	-0.3
COc1cccc(-c2nc(CS(=O)(=O)CC(=O)Nc3ccc(C(C)=O)cc3)c(C)o2)c1	7	-2	-5	5	5	0.4	-7	10	2	i
O=C(CCN1CCN(c2ccccc2F)CC1)Nc1ccc2c(c1)OCO2	0	11	10	1	8	.	14	1	-8	i
Later entries
SMILES	MazEF act	PrPC surface inh	PriA SSB inh	Rv3671c protease	CCHFV vOTU inh	TcdB GH inh	DUSP3 inh	Yp Topo-I inh	3CLpro inhibitor	BH1578 lux ind
O=C1C(=O)N(CCCn2ccnc2)C(c2cccc(Br)c2)/C1=C(\O)c1ccc2c(c1)OCCO2 (configuration not stated)	-6	30*	.	-6	19	0.2	4	8	2	i
CCCCNC(=O)c1cc2ccccc2s1	-1	24	2	6	3	-1.8	5	-4	-1	-0.4
CCOc1ccc(NC(=O)c2cc3c(=O)n(C)c4ccccc4c3n2C)cc1	-31	6	0	2	-8	1.8	-26	12	1	-0.2
CCC(C)c1ccccc1N1CC(C(=O)NCCCn2nc(C)cc2C)CC1=O (configuration not stated)	4	-3	-2	-3	-2	0.2	.	4	.	i
CC(c1ccccc1)N1C(=O)CC(Sc2ncccc2C(=O)O)C1=O (configuration not stated)	0	-4	-3	-16	23	-15	-5	-5	5	-8.0
CCCC[C@@H]1CCCO[C@@](C(=O)NCc2ccccn2)(C(F)(F)F)C1	6	7	-7	-6	3	1.9	.	7	.	-0.5
COc1ccc(N=c2cc(-c3ccc(O)cc3)oc3ccccc23)cc1	27	-8	42*	9	6	1.7	-3	-2	-3	-0.2
COc1ccc(-c2cnc(SCC(=O)Nc3ccc4c(c3)OCO4)n2Cc2ccco2)cc1	1	25*	10	.	8	.	18	31	-1	1.5
O=C(Cc1ccc(-n2cccc2)cc1)NC1CCCCCC1	1	3	-2	-3	-7	.	18	5	-5	-0.1
O=C(NC1CCN(C(=O)Nc2ccccc2Cl)CC1)c1ccco1	3	-1	-1	-2	5	0.9	7	-1	2	-0.2
O=C(CSc1oc(-c2ccco2)nc1S(=O)(=O)c1ccc(F)cc1)NCC1CCCO1 (configuration not stated)	4	-4	9	-1	10	.	-32	3	-2	-6.2
CC1(C)C(=O)Nc2ccccc2N1C(=O)COc1ccc(C#N)cc1	3	0	-8	0	-1	0.8	.	0	.	0.5
COCCN(C(=O)COC(=O)CNC(=O)c1cccs1)c1c(N)n(Cc2ccccc2)c(=O)[nH]c1=O	3	-3	-2	8	3	0.7	.	-12	.	0.6
CCN(C(=O)CN1C(=O)/C(=C/c2ccccc2)SC1=S)C1CCS(=O)(=O)C1 (configuration not stated)	-1	-5	-1	2	-1	0.3	-2	3	-1	-0.6
Cc1cc(C(=O)N=Nc2c(O)n(C)c3ccccc23)c(C)o1	7	-1	-12	2	19	.	5	-2	3	1.6
CCc1cc(Cn2nc(-c3ccccc3)cc2C(=O)NCCOC)on1	9	1	-16	-9	7	0.6	.	-8	.	-0.8
C/C(N)=C(/C#N)C(=O)CSc1nncn1-c1ccccc1	11	1	-3	5	1	0.0	34	9	-1	i
Cc1cc(S(=O)(=O)c2cc3ccc(O)c(C)c3oc2=O)ccc1F	-29	-2	-8	0	-130	0.4	17	2	-4	i
O=C(NNc1nc2c(F)cc(F)cc2s1)c1ccccc1	4	4	2	11	4	-3.1	14	1	3	-0.5
NC(N)=Nc1nc2ccc([N+](=O)[O-])cc2[nH]1	-5	-11	-6	-7	10	1.6	27	-7	-4	-0.1
OC(c1ccc(-c2ccccc2)cc1)c1ncc(-c2ccccc2Cl)[nH]1 (configuration not stated)	.	4	.	.	9	0.3	.	2	.	-0.3
O=C(CSc1nnc(-c2ccco2)o1)NC1CCCCCC1	-3	3	2	3	12	-0.1	48	-2	2	.
CN(C(=O)CN1C(=O)S/C(=C\c2ccccc2Cl)C1=O)C1CCS(=O)(=O)C1 (configuration not stated)	8	-5	-12	7	10	2.4	2	13	-3	-0.3

Screening data as filed in PubChem BioAssay.

Some of the compounds tested; rates above refer to the full screens.
